# DT40 TDP1 no CPT = qHTS for Inhibitors of human tyrosyl-DNA phosphodiesterase 1 (TDP1): qHTS in cells in absence of CPT; DT40 Tdp1-/- hTDP1 cells, no CPT, ATP luminescence, 48 h; Potency, µM (highest dose often 46.2 µM), for inactives: at the top dose activity change, negative = growth inhibition, actives largely listed as inhibitors; 420,000 tested, 15% active; further: nearly all actives have a fitted effect of over 55% in size
#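 Chicken DT40 Tdp1-/- cells stably complemented with human TDP1 were seeded at 400 cells/well with DMSO in place of 20 nM camptothecin. After compound pinning, cells grew at least 48 hr at 37 °C; viability read by CellTiter-Glo luminescence.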
# TDP1 block = inhibitors of human tyrosyl-DNA phosphodiesterase TDP1 | Q9NUW8 | recombinant TDP1, AlphaScreen DNA substrate cleavage | Potency, µM (series often up to 130 µM), without a hit: at the highest dose activity change, negative = inhibition, actives largely listed as inhibitors | 350,000 tested, 0.28% active | AID 485290; further: nearly all actives have a fitted effect of over 40% in size
#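 Compounds were preincubated with Tdp1 (1 nM final) for 15 min at room temperature before substrate (15 nM final) started a 5 min reaction; beads (10 ug/ml final) were then added for 10 min before AlphaScreen detection.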
# KAT2A inh = inhibitors of human GCN5L2 histone acetyltransferase | Q92830 | GCN5L2 HAT assay, ThioGlo1 CoA-SH fluorescence | Potency, µM (titrated, usually from 58.9 µM), for inactives: at the highest dose activity change, negative = inhibition, actives largely listed as inhibitors | 390,000 tested, 0.21% active | AID 504327
# Target sequence (Q92830 whole entry, looked up): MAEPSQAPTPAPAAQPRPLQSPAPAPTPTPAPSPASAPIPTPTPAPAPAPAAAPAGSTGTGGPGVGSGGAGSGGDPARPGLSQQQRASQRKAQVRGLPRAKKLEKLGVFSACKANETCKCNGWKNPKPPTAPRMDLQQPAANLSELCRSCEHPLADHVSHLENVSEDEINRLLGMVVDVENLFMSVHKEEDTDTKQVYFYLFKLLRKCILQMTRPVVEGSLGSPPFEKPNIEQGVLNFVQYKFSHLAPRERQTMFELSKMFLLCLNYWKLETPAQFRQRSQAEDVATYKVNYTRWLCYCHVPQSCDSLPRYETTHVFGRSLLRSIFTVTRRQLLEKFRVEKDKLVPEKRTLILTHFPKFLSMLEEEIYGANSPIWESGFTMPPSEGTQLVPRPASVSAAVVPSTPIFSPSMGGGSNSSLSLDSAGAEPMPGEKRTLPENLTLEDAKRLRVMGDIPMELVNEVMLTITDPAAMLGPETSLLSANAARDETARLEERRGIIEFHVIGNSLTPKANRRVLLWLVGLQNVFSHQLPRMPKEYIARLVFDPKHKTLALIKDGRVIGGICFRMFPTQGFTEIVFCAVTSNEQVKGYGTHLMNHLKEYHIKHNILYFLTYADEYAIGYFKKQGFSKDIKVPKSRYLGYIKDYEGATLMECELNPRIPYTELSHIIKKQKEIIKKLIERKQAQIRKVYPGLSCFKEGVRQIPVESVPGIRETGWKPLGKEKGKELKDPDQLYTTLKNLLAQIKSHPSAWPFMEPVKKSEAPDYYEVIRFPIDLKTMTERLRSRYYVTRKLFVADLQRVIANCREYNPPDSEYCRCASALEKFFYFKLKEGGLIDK
#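 GCN5L2 (20nM final) in 50mM HEPES, 0.1mM EDTA pH 7.5, 0.01% Tween-20 was preincubated 15 min at room temperature with compound, then given ThioGlo1 (50uM), H3(1-25) peptide (75uM) and acetyl-CoA (70uM); CoA-thiol fluorescence (Ex340/Em540) was read at 0 and 20 min.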
# * marks the source's active call; other numbers are inactive results; ? = inconclusive; nt = no result given; & = joins results of further samples; [ ] = another dose, or the depositor's remark. The call rests on the fitted dose curve; in most records, active means well fitted curve in the direction sought with a large enough effect; inconclusive means small, poorly fitted or top-dose-only effect, or another doubt; inactive means no such curve, though single readings can be large; an effect the other way counts as inactive or inconclusive. On the % scale 0 is the no-effect control and ±100 the full control effect; potency means the concentration at half of the fitted maximal effect. These rows are one share of the data (hit frequency here may not be typical).
item	molecule	DT40 TDP1 no CPT	TDP1 block	KAT2A inh
1	CCn1c(=O)c(C(=O)NNS(=O)(=O)c2ccc(C)cc2)c(O)c2ccccc21	?	1%	1%
2	COc1ccc(C2OC3=C(Nc4cc(C)c(C)cc4N3)C2=O)cc1 (centres undefined)	-1%	3%	0%
3	Cc1cc(SCn2nnc3ccccc3c2=O)nc2ccccc12	-27%	-1%	-3%
4	COc1ccc(N(C(=O)c2snc(C(N)=O)c2N)C(CC(C)C)C(=O)NCC2CCCO2)cc1 (centres undefined)	-17%	5%	-9%
5	CC(C)[C@H](NC(=O)N1CC(=O)Nc2ccccc21)C(=O)N1CCC[C@@H]1C(=O)O	-4%	nt	?
6	O=C(NCCC1=CCCCC1)C1CCC(=O)N(Cc2cccc(C(F)(F)F)c2)C1 (centres undefined)	?	2%	-16%
7	Cc1cc(Cl)ccc1OCC(=O)NNC(=O)c1ccco1	-6%	0%	-8%
8	COc1ccc(S(=O)(=O)N2CCOCC2)cc1NC(=O)c1cc(C)oc1C	2%	-2%	-8%
9	O=C1CC(N2CCC(c3nc4ccccc4[nH]3)CC2)C(=O)N1c1ccccc1F (centres undefined)	?	3%	0%
10	COc1ccc(CCNC(=O)C(=O)NCC2OCCN2C(=O)c2ccc(Cl)cc2)cc1 (centres undefined)	-11%	3%	-1%
11	CC1(C)C2CCC(C2)C1(C)NC(=O)C[N+](C)(C)C (centres undefined)	21%	6%	0%
12	CNCCCOc1ccc(C)cc1OC	-14%	12%	3%
13	COc1ccc(C2CC(=O)c3cc(-c4nc(-c5ccc(Cl)cc5)c(C)s4)c(=O)[nH]c3C2)cc1 (centres undefined)	1.8µM*	-5%	0%
14	FC(F)(F)c1ccccc1NC1=NCCC1	-1%	-3%	-8%
15	COc1ccc(CCNS(=O)(=O)c2ccc3c(c2)c(=O)n(C)c(=O)n3C)cc1OC	-5%	2%[12.3 µM]	-11%
16	COc1cc(C2C(C#N)=C(N)OC3=C2C(=O)CC(C)(C)C3)c([N+](=O)[O-])cc1OC (centres undefined)	-12%	-4%	?
17	Nc1cc(Cl)ccc1C(=O)OCC(=O)NC1CCCCC1	-3%	-2%	-5%
18	COc1ccccc1N1CCN(C(=O)c2cc(S(=O)(=O)N3CCC(C)CC3)cn2C)CC1	?	8%	-15%
19	COc1ccc(CCc2c[nH]c(=O)c3cncnc23)cc1OC	?	2%	nt
20	CCOC(=O)CSc1ccc2nnc(-c3ccncc3)n2n1	-15%	3%	-1%
21	Cc1csc(NC(=O)CCC(=O)N(CC(=O)NC2CCCC2)Cc2ccco2)n1	-6%	5%	1%
22	CCn1cc(CN2CCC(n3nccc3NC(=O)CCOc3ccccc3)CC2)cn1	21%	5%	-5%
23	COc1cccc(CNC(=O)CCCN2C(=O)CCn3nc(-c4cccn4C)cc32)c1	-22%	4%	-1%
24	O=C(ONC1=NCCCCC1)c1ccc(Cl)cc1	15µM*	7%	-3%
25	CCCc1cc(=O)[nH]c(Nc2ccc(O)cc2)n1	?	2%	-1%

# The final six entries of the part above lead into the next:
item	molecule	DT40 TDP1 no CPT	TDP1 block	KAT2A inh
20	CCOC(=O)CSc1ccc2nnc(-c3ccncc3)n2n1	-15%	3%	-1%
21	Cc1csc(NC(=O)CCC(=O)N(CC(=O)NC2CCCC2)Cc2ccco2)n1	-6%	5%	1%
22	CCn1cc(CN2CCC(n3nccc3NC(=O)CCOc3ccccc3)CC2)cn1	21%	5%	-5%
23	COc1cccc(CNC(=O)CCCN2C(=O)CCn3nc(-c4cccn4C)cc32)c1	-22%	4%	-1%
24	O=C(ONC1=NCCCCC1)c1ccc(Cl)cc1	15µM*	7%	-3%
25	CCCc1cc(=O)[nH]c(Nc2ccc(O)cc2)n1	?	2%	-1%
26	CCOc1ccc2nc(N3CCCC(C(=O)NCc4ccccc4Cl)C3)sc2c1 (centres undefined)	?	0%	-7%
27	CCN1CCN(c2ccc(NC(=O)COc3ccccc3Cl)cc2)CC1	18µM*	2%	1%
28	COC(=O)c1ccc(COc2cccc3c2CCN(Cc2cccc(C)c2)C3=O)o1	?	-1%	-12%
29	COC(=O)c1cn(C(=O)c2cc(OC)c(OC)c(OC)c2)c2ccccc12	?	0%	-16%
30	C=CCN(CC=C)C(=O)c1cccc(OC2CCN(CC(C)(C)C)CC2)c1	?	nt	-5%
31	Nc1c(N=Nc2ccccc2F)c(=O)[nH]n1-c1ccccc1	-5%	12%	-2%
32	Cc1ccc(-n2nc3ccc(N)cc3n2)c(C)c1	?	nt	-29%
33	O=C(Nc1ccc(N2C(=O)C3C4C=CC(C4)C3C2=O)cc1)Nc1nncs1 (centres undefined)	?	2%	-20%
34	Cc1cc2c(cc1C)CSC(c1ccc3ccccc3c1O)SC2	?	5%	-1%
35	Cc1ccc(S(=O)(=O)N2CCc3ccccc3C2CN2C(=O)c3ccccc3C2=O)cc1 (centres undefined)	11µM*	0%	-7%
36	COc1ccccc1C(CC(N)=O)c1ccco1 (centres undefined)	-13%	-2%	-29%
37	Cc1ccccc1C1CC(c2ccccc2)Nc2ncnn21 (centres undefined)	?	3%	-8%
38	C/C(CCC(C)C)=N\NC(=S)Nc1cc(S(=O)(=O)N2CCOCC2)ccc1N1CCOCC1	?	3%	-9%
39	Cn1cc(CC(=O)NCCN2CCOCC2)c2ccccc21	?	8%	-7%
40	Cc1ccc(S(=O)(=O)Nc2cccc(C(=O)N3CCOCC3)c2)cc1	-10%	-18%[0.0935 µM]	2%
41	Cc1nonc1C(=O)N/N=C/c1ccc([N+](=O)[O-])o1	18µM*	-7%	-7%
42	CCOc1ncccc1C(=O)NCCc1ccc(S(N)(=O)=O)cc1	-2%	-13%	-2%
43	O=C(c1ccco1)N1CCN(Cc2ccc(Br)cc2)CC1	-9%	nt	18%
44	Cc1cc(C)nc(SCc2nnc(SCC(=O)Nc3ccc(C)c(C)c3)o2)n1	-19%	8%	0%
45	COc1ccc(N2CCN(C(C)C(=O)Nc3nnc(C)s3)CC2)cc1 (centres undefined)	14%	1%	-10%
46	Cc1cccc(NC(=S)NC2CC3CCCC(C2)N3CC(C)C)c1C (centres undefined)	-24%	7%	-1%
47	Cc1ccc(S(=O)(=O)N2CCN(C(=O)N3CCOCC3)CC2)cc1C	-21%	nt	-1%
48	O=C(/C=C/c1ccc(Cl)cc1Cl)NC(=S)Nc1ccc(CN2CCOCC2)cc1	13µM*	5%	1%
49	COc1ccccc1NC(=O)c1c(NCc2ccc(C)o2)sc2c1CCC(C)C2 (centres undefined)	?	8%	-10%
50	CC1(C)Cc2cccc(OCC(=O)N3CCN(S(=O)(=O)c4ccccc4)CC3)c2O1	?	6%	-4%

# Complete entries as entered above:
# Profile of COc1ccccc1C(CC(N)=O)c1ccco1 (centres undefined) → DT40 TDP1 no CPT = -13%; TDP1 block = -2%; KAT2A inh = -29%
# Profile of Cc1cc2c(cc1C)CSC(c1ccc3ccccc3c1O)SC2 → DT40 TDP1 no CPT = ?; TDP1 block = 5%; KAT2A inh = -1%

# Other records.
item	molecule	DT40 TDP1 no CPT	TDP1 block	KAT2A inh
51	Cc1cc(C(=O)Nc2sc(C)c(C)c2C#N)no1	-22%	1%	0%
52	C=C(C)CSc1nc2sc3c(c2c(=O)n1C1CCCCC1)CCN(C)C3	6.5µM*	0%	-16%
53	CC1CCCCN1CC(=O)c1c[nH]c2ccccc12 (centres undefined)	-9%	nt	14%
54	O=C(O)c1c2c(nc3ccc(S(=O)(=O)N4CCC(C(=O)N5CCCCC5)CC4)cc13)CCCC2	2%	7%	-16%
55	Cc1ccc(CNC(=O)C2CCN(C(=O)c3cnn(-c4ccccc4)c3-n3cccc3)CC2)cc1	9.2µM*	-1%	-5%
56	Cc1cccc2sc(NC(=O)CN3C(=O)NC4(CCCC4)C3=O)nc12	-4%	3%[56.1 µM]	-3%
57	CC(=O)c1cccc(NC(=O)NC(C)c2ccncc2)c1 (centres undefined)	3%	2%	-3%
58	CC(=O)c1ccc(OCc2cc(=O)n3ccsc3n2)cc1	-19%	-3%	-6%
59	COc1ccccc1CCNC(=O)/C(=C/c1cccnc1)NC(=O)c1ccccc1	-5%	0%	-3%
60	COc1cc(C2C(C#N)=C(N)OC3=C2C(=O)CCC3)ccc1OC(=O)N1CCOCC1 (centres undefined)	-10%	1%	1%
61	CCC(=O)Nc1c(-c2ccccc2Cl)c(=O)c2ccccc2n1CC	20%	nt	-3%
62	CCCC[C@@H]1CNC(=S)N1CCC12CC3CC(CC(C3)C1)C2	18µM*	8%	-2%
63	CC1=NN(c2cccc(C(=O)O)c2)C(=O)/C1=C\C=C\c1ccco1	?	-3%[56.1 µM]	?
64	N#CCCN(C(=O)COC(=O)c1cc2ccccc2oc1=O)c1ccccc1	2%	2%	-2%
65	COc1ccc(S(=O)(=O)NCC2CCCN(C(=O)CCSC)C2)cc1 (centres undefined)	-23%	nt	-8%
66	CC1=C(C(=O)OC(C)C)C(c2ccc(Br)s2)NC(=O)N1 (centres undefined)	-22%	2%	-3%
67	COc1ccc2[nH]cc(S(=O)(=O)c3ccc(F)cc3)c(=O)c2c1	?	-3%	-4%
68	C=CCn1c(-c2cccc(OC)c2OC)n[nH]c1=S	?	-8%	0%
69	CC1CCCCN1C(=O)Cn1cnc2cc([N+](=O)[O-])ccc2c1=O (centres undefined)	18µM*	1%	2%
70	CCOC(=O)c1noc2ncnc(N3CCN(c4ccccc4OC)CC3)c12	2.9µM*	11%	-3%
71	O=C(COC(=O)CNC(=O)c1ccccc1F)Nc1ccc2c(c1)OCCO2	-2%	1%	-2%
72	O=C1CCCc2c1[nH]c1c(Br)cccc21	-22%	1%	-3%
73	O=C(Cn1c(=O)sc2ccccc21)NCCOc1ccccc1F	-43%	-5%	-7%
74	Cc1cccc(N2CCN(S(=O)(=O)c3cc(C(=O)Nc4ccccc4Cl)ccc3F)CC2)c1C	23µM*	5%	1%
75	COc1ccccc1CNC(=O)COC(=O)c1cnccn1	-5%	4%	-10%
76	C/C(=N\N=C1\NC(=O)C(CC(=O)O)S1)c1ccccn1 (centres undefined)	-7%	10%	2%
77	COc1ccc(C(=O)OCC(=O)c2ccc(Br)s2)c(OC)c1	-14%	-7%[0.505 µM]	-2%
78	NNC(=O)c1cccnc1Oc1ccccc1	-5%	6%	-1%
79	Cc1ccc(C(=O)CSc2nnc(-c3ccco3)n2C)cc1	16µM*	-8%	-3%
80	Cc1cc(C)cc(OCC(=O)Nc2ccc(-c3nc4ncccc4o3)cc2C)c1	?	7%	3%
81	O=C(NCc1ccco1)C1CCCCC1	1%	2%	-9%
82	CC(=O)c1ccccc1OCC(O)Cn1c(CO)nc2ccccc21 (centres undefined)	nt	2%	-2%
83	COc1cccc(C2CC(=O)Nc3c2ccc(C)c3C)c1OC (centres undefined)	?	-2%[12.3 µM]	-3%
84	CCOc1cccc2sc(NC(=O)c3ccc(S(=O)(=O)N4CCCCC4C)cc3)nc12 (centres undefined)	?	-1%	-4%
85	Cc1ccc2c(c1)c(CC(=O)Nc1ccc(F)cc1)c(C(=O)O)n2C	-4%	5%	-5%
86	CCOc1ccc(N2C(=O)c3cccnc3C2=O)cc1	-6%	-2%	-1%
87	CC(=O)c1ccc2c3c(cccc13)CC2	-15%	4%	-9%
88	O=C(COC(=O)c1n[nH]c2ccccc12)NC(=O)NC1CCCCC1	0%	2%	3%
89	CC(=O)c1c(C)[nH]c(C(=O)CN2CCN(S(=O)(=O)c3ccccc3F)CC2)c1C	?	1%	-3%
90	CC(=O)Nc1ccc(NS(=O)(=O)c2ccc(CN3C(=O)c4cccnc4C3=O)cc2)cc1	-3%	7%	-2%
91	CN(C)c1ccc(C(=O)C(O)c2ccccc2)cc1 (centres undefined)	2%	2%	-1%
92	COC(=O)c1cc(/C=C/c2ccccc2)on1	4%	1%	-5%
93	CN(c1ccc(OCC(=O)NCCc2ccccc2)cc1)S(=O)(=O)c1ccc(Cl)cc1	?	nt	-5%
94	C=CCSc1nc2c(c(=O)[nH]c(=O)n2C)n1C(C)C	-26%	2%	-3%
95	COc1cc2c(cc1OC)/C(=C/C(=O)c1ccc(OC)c([N+](=O)[O-])c1)NCC2	18µM*	nt	-10%
96	C=CCNC(=O)c1onc(CS(=O)(=O)c2cc(C)cc(C)c2)c1C(=O)NCC=C	?	0%	-2%
97	NC(=O)CSc1nc(C23CC4CC(CC(C4)C2)C3)nc2ccccc12	26µM*	1%	?
98	COC(=O)C1=C(C)N(Cc2ccccc2)C(=NCCc2cccnc2)N[C@H]1c1ccccc1	21µM*	nt	-11%&-3%

# Assay outcomes from PubChem BioAssay.
